H9c2 TAG inh: inhibitors of triacylglycerol accumulation; H9c2 cells, Nile Red lipid (TAG) fluorescence; cells loaded with 200 µM oleic acid; inhibition, % at 12.5 µM; hit rate 0.66% among 230,000;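 active = pattern-corrected inhibition of lipid staining of at least 50% with the nuclear-stain viability signal not falling by more than 50%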;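 also: 0% = DMSO wells and 100% = triacsin C control wells; some results filed as inactive read as strong as hits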
H9c2 TAG inh DAPI viability: also measured in H9c2 TAG inh; calls as there; DAPI nuclei signal change (viability), lower = more cytotoxic, %;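 whole-well DAPI fluorescence read on a plate reader as a viability signal; minus 50 percent equals half of cells still viable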
* = called active by the depositor; & = joins results of further samples. This is a subset; the hit share may differ from the screen's.

SMILES	H9c2 TAG inh	H9c2 TAG inh DAPI viability
C[C@@H]1COC(=O)[C@@H](Cc2ccc(F)cc2)C/C=C\C[C@@H](CC(=O)NCCO)C(=O)N1	-1	6
Cc1ccc(S(=O)(=O)N2CCC(C(=O)N[C@@H](Cc3ccccc3)C(=O)O)CC2)cc1	-8	13
Cc1cc(C)c(C)c(S(=O)(=O)NC2CCN(Cc3ccccc3)CC2)c1C	-22	24
CCCNC(=O)c1ccccc1NC(=O)c1ccccc1N(C)S(C)(=O)=O	-2	-1
CCCCn1c(N)c(N(CC(C)C)C(=O)C2CCN(S(=O)(=O)c3ccccc3)CC2)c(=O)[nH]c1=O	-1	-8
CC(/C=C\c1cccnc1)=C/C(=O)O	2&-6	-5&5
Cc1nnsc1C(=O)N(Cc1ccccc1)C(C)C	7	-7
COc1ccc(NC(=O)CN(C)C2CCCCC2)c([N+](=O)[O-])c1	-3	12
CCOC(=O)C1CCN(C(=O)CSc2nnc(-c3ccco3)n2-c2ccccc2)CC1	-5	-5
Cc1ccc(NC(=O)COC(=O)c2oc3ccccc3c2C)cc1S(=O)(=O)N1CCOCC1	-59	-1
CCCCNC(=O)N(CC)c1c(N)n(Cc2ccccc2)c(=O)[nH]c1=O	-11	1
CN(Cc1cnn(C)c1)Cc1nc(COc2ccccc2)no1	0	4
Cc1nnc(SCC(=O)c2cc(C)n(C3CC3)c2C)s1	-2	6
COc1ccc(NC(=O)C(C)N2C(=O)C3CC=C(Cl)CC3C2=O)cc1 (stereo not given)	1	3
CC1CCN(C(=O)c2nc[nH]c2C(=O)N2CCC(C)CC2)CC1	-7	4
CC(C)CCc1noc(CN2CCC(C(=O)N3CCOCC3)CC2)n1	9	-3
O=C(COC(=O)c1ccccn1)c1ccc(Br)cc1	7	-4
CCc1ccccc1OCC(=O)Nc1ccc(N2CCCC2)cc1C	-2	-9
CCOc1ccc(NC(=O)CSc2nc3ccccc3nc2N2CCCC2)cc1	24	0
COc1ccc(N=C2SC(C(=O)Nc3ccc4c(c3)OCO4)CC(=O)N2C)cc1 (stereo not given)	0&14	-3&-16

A few values from above:
Cc1ccc(NC(=O)COC(=O)c2oc3ccccc3c2C)cc1S(=O)(=O)N1CCOCC1 | H9c2 TAG inh: -59
COc1ccc(NC(=O)C(C)N2C(=O)C3CC=C(Cl)CC3C2=O)cc1 (stereo not given) | H9c2 TAG inh DAPI viability: 3
CCOC(=O)C1CCN(C(=O)CSc2nnc(-c3ccco3)n2-c2ccccc2)CC1 | H9c2 TAG inh DAPI viability: -5
CCCNC(=O)c1ccccc1NC(=O)c1ccccc1N(C)S(C)(=O)=O | H9c2 TAG inh: -2

More structures:
SMILES	H9c2 TAG inh	H9c2 TAG inh DAPI viability
COc1ccc(-c2noc(-c3cc(C)cc(C)c3)n2)cc1OC	-12	10
O=C(CNCc1ccccc1Cl)Nc1ccc2c(c1)OCCO2	-2	-5
CSc1ccccc1OCc1cc(C(=O)N2CCN(Cc3nccn3C)CC2)no1	-3	3
Cc1ccc(/C=C2\SC(=S)N(CCC(=O)NNS(=O)(=O)c3ccc(C)cc3)C2=O)cc1	11	-3
CCOc1ccc(OCC(=O)c2c(O)c3ccccc3oc2=O)cc1	10	-5
CCn1c2ccccc2c2cc(NC(=O)COC(=O)c3cc(S(N)(=O)=O)c(Cl)cc3Cl)ccc21	13	1
COc1ccc(S(=O)(=O)NC(=O)C2(C)CCN2C(=O)Cc2cccc3ccccc23)cc1 (stereo not given)	2	-3
CN(C)S(=O)(=O)c1cccc(NC(=O)c2cccc(N3C(=O)CCC3=O)c2)c1	2	0
CC(=O)c1cccc(NC(=O)c2ccc(S(=O)(=O)N3CCCCC3)cc2)c1	14	-5
Cc1ccc(CNC(=O)c2ccc3c(=O)n4c(-c5ccc(C)cc5)csc4nc3c2)cc1	9	4
C=CCOc1ccc(/C=C/C(=O)OCC(=O)NCc2cccc(OC)c2)cc1	21	-2
O=C(O)c1ccccc1N/N=C/C1=C(N2CCOCC2)C(=C\c2ccccc2)/CC1	7	1
COc1ccc(CN(C)C(=S)Nc2ccc(Cl)cc2Cl)cc1	-12	-2
O=[N+]([O-])c1cccc(-c2ccc(C(=S)N3CCN(c4ccccc4)CC3)o2)c1	4	-1
CC(=O)c1cccc(NC(=O)CSc2nc(N3CCOCC3)nc(N3CCOCC3)n2)c1	14	-1
CCOc1cc(/C=C(\C#N)C(=O)NCC2CCCO2)ccc1OCC(N)=O (stereo not given)	0	-2
CC(=O)N1CCc2c(sc(NC(=O)c3ccc(S(=O)(=O)N(C)CC4CCCO4)cc3)c2C(N)=O)C1 (stereo not given)	-4	5
Cc1nc(C(=O)N(C)C)nn1-c1ccc([N+](=O)[O-])cc1	11	-17
CCOC(=O)c1cccc(Nc2ncnc3ccccc23)c1	-5	-8
CC1(C(=O)NS(=O)(=O)c2ccccc2C(F)(F)F)CCN1C(=O)CC1CCCC1 (stereo not given)	-4	10
CC(=O)Nc1cc(Br)ccc1O	-1	-8
Clc1ccc(Cn2cccn2)cn1	11	-4
COc1cccc(/C=C/C(=O)NNC(=O)c2ccncc2)c1OC	5	-3
CC1Nc2ccccc2C(=O)N1NS(=O)(=O)c1ccccc1 (stereo not given)	-6	-3
Cc1ccc(N(CC(=O)Nc2ccc3c(c2)OCCO3)S(C)(=O)=O)cc1	2	-10
COc1cccc(OC2(C)CCN(Cc3ccc(-c4ccccn4)cc3)C2)c1 (stereo not given)	-2	-5
CC(C)[C@H](NC(=O)c1ccccc1)C(=O)OCC(=O)NCc1ccc2c(c1)OCO2	-8	10
COC(=O)c1ccc(CN2CCC(CO)(CCOc3ccccc3)CC2)cc1	-5	7
CCCCN(C(C)=O)c1ccc(S(=O)(=O)NC2=NCCCCC2)cc1NC(C)=O	7	3
COc1ccc(NC(=O)NCc2cccn2C)c(OC)c1	-16	9
CN(CC(=O)NC1CCN(Cc2ccccc2)CC1)S(=O)(=O)c1ccc(Cl)s1	0	3
O=C(CC1CC2CCC1C2)N1CCN(S(=O)(=O)c2ccccc2F)CC1 (stereo not given)	-15	-2
CN(C(=O)c1cc(-n2cnnc2)ccc1Cl)c1ccccc1	-1	-2
CC(=O)c1ccc(OCC(=O)N2CCN(S(=O)(=O)c3ccc(Br)s3)CC2)cc1	3	5
CC(Sc1nnc(C2CC2)n1Cc1ccccc1)C(=O)N1CCNC1=O (stereo not given)	-12	39
CC(C)(C)C(O)CN1CCCC1 (stereo not given)	-1	-1
CSCC(=O)N1CCCC(C(=O)c2cc(F)ccc2F)C1 (stereo not given)	-5	-1
CC(OC(=O)c1ccc(Cl)cc1O)C(=O)NCCC1=CCCCC1 (stereo not given)	-9	9
O=S(=O)(NCCS(=O)(=O)N1CCN(c2ccc(F)cc2)CC1)c1ccccc1	-11	-4
O=C(NCc1cccs1)C1CCC(CNS(=O)(=O)c2cccc3nsnc23)CC1 (stereo not given)	-13	0
Cc1cccc(C(=O)Nc2cccc(-c3ccc4nncn4n3)c2)c1	5	-2
COc1ccc(/C(N)=N/OC(=O)CCCN2C(=O)c3ccccc3C2=O)cc1OC	-10	-1
CC(=O)c1ccc(OCC(O)CN2CCCC(C)C2)cc1 (stereo not given)	10	-8
Nc1nnc(SCc2coc(-c3ccc(Cl)cc3)n2)s1	-10	5
O=C(O)CC1(C(=O)O)CCCC1	2	5
CCn1c(SC(C)C(=O)Nc2ccc(N3CCOCC3)cc2)nnc1-c1ccco1 (stereo not given)	4	-4
O=C1C=C(c2cccc(Br)c2)C[C@@H](c2ccc(Cl)cc2)C1	16	3
CNC(=O)N(O)C1N(/N=C/c2ccccc2O)C(=S)SC1(C)C (stereo not given)	0	15
Cc1nc(SCC(=O)N2CCC(Cc3ccccc3)CC2)[nH]c(=O)c1C	19	-4
CC(C)CN1CCC(=O)N([C@H](CSc2ccc(Br)cc2)Cc2ccccc2)CC1	-12	18
Cc1ccc(S(=O)(=O)N2CCCC2)cc1C(=O)NCc1ccccn1	-9	-2
O=C(c1ccccc1)c1cncc(Br)c1	-5	4
O=C1CCCCC1C(Nc1ccc(Cl)cc1)c1ccccc1 (stereo not given)	-13	-3
Cc1noc(C)c1C(=O)N1CCC1(C)C(=O)NS(=O)(=O)c1ccccc1C(F)(F)F (stereo not given)	3	6
CCCCC(=O)Nc1nnc(SCC(=O)NCC2CCCO2)s1 (stereo not given)	-7	4
COc1ccc(CNC(=O)c2cc3ccccc3o2)cc1OC	10	2
CCOC(=O)c1[nH]c(C)c(C(=O)Nc2ccc(C)c(C)c2)c1C	10	-3
OC(COc1ccccc1CNCc1cccnc1)CN1CCc2ccccc2C1 (stereo not given)	-1	12
COc1ccc([C@]2(C(C)C)ON(c3ccccc3C(F)(F)F)C2=O)cc1	-3	7
Cc1ccccc1C(=O)NCC(=O)NNC(=O)CCN1CCN(c2ccccc2)CC1	-5	3

The results go on:
SMILES	H9c2 TAG inh	H9c2 TAG inh DAPI viability
O=C1CC=Nc2ccc([N+](=O)[O-])cc21	0	-2
CC(C)NC(=O)/C(C#N)=C/c1ccc(N(C)C)o1	-13	1
COc1ccc(OCC(=O)Nc2cccc(C(=O)Nc3ccccc3C(=O)O)c2)cc1	-5	-1
O=C(CSc1nnc(SCc2cccc3ccccc23)s1)N/N=C/c1c[nH]c2ccccc12	-8	11
CC(C)(CCc1ccccn1)C(=O)CCCc1ccccn1	3	-1
COc1ccc(NC(=O)C2CCCN2S(=O)(=O)c2cccs2)c([N+](=O)[O-])c1 (stereo not given)	-3	-2
Cc1ccc(C(C)C)c(OCC(=O)Nc2ccc3c(c2)nc(CN2CCCC2)n3C)c1	10	17
CS(=O)(=O)/C(C#N)=C/c1c(-c2ccccc2)nc2n1CCS2	-4	9
COC(=O)c1[nH]c2ccc(C)cc2c1NC(=O)C(C)N1CCN(C2CCCCC2)CC1 (stereo not given)	18	8
COc1ccc2nc(NC(=O)c3cccc(N4C(=O)CCC4=O)c3)sc2c1	-5	2
CCOC(=O)C(C(=O)Nc1nc2ccccc2s1)C1CCCCC1 (stereo not given)	2	-1
Cc1ccc(C(=O)O)cc1S(=O)(=O)Nc1ccccc1C(=O)NC1CC1	6	-1
COc1ccc(-c2ncc(CN3CCC(CO)(Cc4cccc(OC)c4)CC3)cn2)cc1	0	18
CCC(=O)Nc1nc(=S)ss1	-9	-1
CCCS(=O)(=O)NC(=O)C1(C)CCN(C(=O)c2ccc3ccccc3c2)C1 (stereo not given)	-1	-5
CCN(CC)C(=S)SCC(=O)c1ccc(F)cc1	-19	-2
CNc1ccc(-c2cccc(CO)c2)cn1	-10	9
COC(=O)C1=CNC=C(C(=O)OC)C1c1ccc(Cl)cc1	-15	25
CCC(C)Cn1c(S(=O)(=O)O)nc2ccccc21 (stereo not given)	8	7
Cc1cc2ncc(C(N)=O)cn2n1	-7	7

Part of the list above, as labelled records.
> CC(C)(CCc1ccccn1)C(=O)CCCc1ccccn1
- H9c2 TAG inh: 3
- H9c2 TAG inh DAPI viability: -1
> COc1ccc(NC(=O)C2CCCN2S(=O)(=O)c2cccs2)c([N+](=O)[O-])c1 (stereo not given)
- H9c2 TAG inh: -3
- H9c2 TAG inh DAPI viability: -2
> Cc1ccc(C(C)C)c(OCC(=O)Nc2ccc3c(c2)nc(CN2CCCC2)n3C)c1
- H9c2 TAG inh: 10
- H9c2 TAG inh DAPI viability: 17
> CS(=O)(=O)/C(C#N)=C/c1c(-c2ccccc2)nc2n1CCS2
- H9c2 TAG inh: -4
- H9c2 TAG inh DAPI viability: 9

Next structures
SMILES	H9c2 TAG inh	H9c2 TAG inh DAPI viability
CCc1cccc(CC)c1NC(=O)COC(=O)CC1c2ccccc2CCN1S(=O)(=O)c1ccccc1 (stereo not given)	9	-19
COc1ccc(C(C)(C)C)cc1NC(=O)C1CC(=O)N(C2CCCC2)C1 (stereo not given)	0	-10
Cc1csc2nc(O)c(C(=O)NCCC3=CCCCC3)c(=O)n12	-3	1
CCC1=NC(c2ccc(OC)cc2)N(O)C1(C)C (stereo not given)	15	-2
COCCN(C(=O)c1ccc(N(C)S(=O)(=O)c2ccc(C)cc2)cc1)c1c(N)n(CC(C)C)c(=O)[nH]c1=O	-4	0
Cc1cc(CNC(=O)Cc2ccccc2)c2ccccc2n1	-2	9
CC(C)(C)C(O)(CC#CCN1CCCC1)c1ccccc1 (stereo not given)	-15	13
COc1ccc(Cl)cc1N1CC(c2nc3ccccc3[nH]2)CC1=O (stereo not given)	-5	4
CN(CC(=O)Nc1ccc(F)c(F)c1F)C(=O)C1=COCCO1	14	3
Cc1cc(SCC(=O)OCC(=O)c2c(N)n(C)c(=O)n(C)c2=O)c(C)cc1Br	2	12
Cc1cc(NC(=O)CN2C(=O)NC(C)(CCc3ccccc3)C2=O)no1 (stereo not given)	-4	6
CC(=O)NC(CCCCNC(=S)NC1CCCCC1)C(=O)O (stereo not given)	13	-8
Fc1cccc(/C=N/N=C/c2cccc(F)c2)c1	5	-3
O=C(O)c1ccc(N2C(=O)c3ccccc3C2=O)cc1[N+](=O)[O-]	-2	5
Nc1nnc(SCC(=O)Nc2cccc(S(=O)(=O)N3CCOCC3)c2)s1	-6	0
CNc1ccc(-c2cccc(C#N)c2)cn1	-13	11
CC1(C(=O)Nc2cccc(Oc3ccccc3)c2)CCN1Cc1ccccc1Cl (stereo not given)	-15	-11
COc1ccc(Br)cc1C1CC(=O)N2CN(Cc3ccccc3)CSC2=C1C#N (stereo not given)	-1	-6
O=C(O/N=C(\c1ccccc1)c1ccccn1)c1cccc2ccccc12	-9	17

Entries of single compounds, quoted from the list.
CN(CC(=O)NC1CCN(Cc2ccccc2)CC1)S(=O)(=O)c1ccc(Cl)s1 as listed: H9c2 TAG inh = 0; H9c2 TAG inh DAPI viability = 3
CNc1ccc(-c2cccc(CO)c2)cn1 as listed: H9c2 TAG inh = -10; H9c2 TAG inh DAPI viability = 9
